# Screening data as filed in PubChem BioAssay.
# tim10-1 inh – inhibits growth of tim10-1 mutant yeast. inhibition, % at 20 µM. S. cerevisiae tim10-1 ts strain growth, BacTiter-Glo, 24 h. AID 463190. actives 2.2% (n = 330,000);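 active = inhibition of at least 40%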;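 note: mutant grown at 25 °C; 0% = DMSO wells with yeast and 100% = wells holding no yeast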
# tim23-1 inh – inhibits growth of tim23-1 mutant yeast; S. cerevisiae tim23-1 growth, BacTiter-Glo luminescence, 24 h; inhibition, % at 20 µM; actives 1.3% (n = 330,000); AID 463212;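 active = growth inhibition of the mutant yeast at or above 50%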;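 note: temperature-sensitive mutant grown at 25 °C; plate controls were DMSO-treated mutant yeast for no effect and medium wells lacking yeast for full effect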
# UPR XBP1 act – activators of adaptive arm of unfolded protein response (XBP1). CHO-XBP1 luciferase reporter, IRE1-XBP1 UPR activation, luminescence; percent of tunicamycin response, DMSO as zero. activation, % at 20 µM. actives 0.33% (n = 330,000);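 active = versus positive control, 20 µM dose yields 30% or more activation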;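 note: 100% = tunicamycin at 10 µg/mL and 0% = DMSO only wells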
#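 assay system = CHO-XBP1 luciferase reporter cells | amount = 1000 cells/well | buffer or medium = F12 plus 10% FBS | compound dosing = single point, 20 µM final compound, 1% DMSO | incubation = 16-18 h cell attachment at 37 °C, then 6 h compound exposure | detection = Steady-Glo luminescence read | controls = tunicamycin 10 µg/mL and vehicle-only wells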
# Mdm2-MdmX inh – inhibitors of human Mdm2/MdmX interaction | actives 3% (n = 330,000) | inhibition, % at 8 µM | SaOS-2 split-luciferase Mdm2/MdmX complementation, luminescence;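 active = inhibition of at least 50% at 8 µM in the primary screen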
# APJ antagonist – APJ receptor antagonism; CHO-K1 APJ beta-arrestin complementation, luminescence; inhibition, % at 20 µM; actives 0.32% (n = 330,000); AID 2521;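 active = inhibition above about 40% at 20 µM, limit read from the data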;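 note: cells challenged with 10 nM apelin-13 agonist together with compound; plate controls were apelin-13 plus DMSO wells for no effect and DMSO wells lacking apelin-13 for full effect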
# Target sequence (P35414 whole entry, looked up): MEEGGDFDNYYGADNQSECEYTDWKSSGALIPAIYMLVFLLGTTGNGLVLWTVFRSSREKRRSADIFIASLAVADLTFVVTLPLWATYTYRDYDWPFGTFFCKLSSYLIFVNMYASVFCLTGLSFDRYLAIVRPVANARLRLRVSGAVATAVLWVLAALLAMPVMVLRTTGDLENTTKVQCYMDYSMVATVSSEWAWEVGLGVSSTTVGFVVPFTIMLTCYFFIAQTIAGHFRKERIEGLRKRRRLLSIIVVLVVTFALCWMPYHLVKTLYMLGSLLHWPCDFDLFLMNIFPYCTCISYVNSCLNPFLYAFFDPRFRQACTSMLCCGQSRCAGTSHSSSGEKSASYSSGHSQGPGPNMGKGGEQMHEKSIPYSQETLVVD
# UPR CHOP act – apoptotic UPR (CHOP) activation. CHO-CHOP luciferase reporter, luminescence; percent of tunicamycin response over DMSO baseline. activation, % at 10 µM. actives 0.34% (n = 330,000);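 active = at 10 µM dose, activation of 40% or more, normalized to positive control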;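 note: 100% = tunicamycin at 10 µg/mL and 0% = DMSO alone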
#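 assay system = CHO CHOP reporter cells | amount = 500 CHO-CHOP cells per well | buffer or medium = F12 with 10% FBS | incubation = 16-18 h cell attachment, then 6 h compound exposure, 37 °C | detection = luminescence read with Steady-Glo | read-out = percent activation relative to tunicamycin control | controls = tunicamycin high control, DMSO low control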
# TIM10 inh – growth inhibitors of TIM10 yeast strain; S. cerevisiae TIM10 strain growth, BacTiter-Glo luminescence, 24 h; inhibition, % at 10 µM; actives 1.4% (n = 330,000);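 active = inhibition of 40% or more at the single tested concentration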;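 note: wild-type TIM10 isogenic control strain grown at permissive 25 °C; 0% = DMSO yeast wells and 100% = minimal medium wells without yeast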
# CXCR6 block – inhibitors of human CXCR6 receptor; AID 602244; CHO-K1 PathHunter CXCR6 beta-arrestin, luminescence; actives 0.36% (n = 360,000); inhibition, % at 20 µM; in the data active = inhibition above about 34%, passing the limit was not always enough;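 note: antagonist mode with CXCL16 agonist at 10 nM final; 0% = 10 nM CXCL16 with DMSO and 100% = unstimulated wells without agonist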
# Target sequence (O00574 whole entry, looked up): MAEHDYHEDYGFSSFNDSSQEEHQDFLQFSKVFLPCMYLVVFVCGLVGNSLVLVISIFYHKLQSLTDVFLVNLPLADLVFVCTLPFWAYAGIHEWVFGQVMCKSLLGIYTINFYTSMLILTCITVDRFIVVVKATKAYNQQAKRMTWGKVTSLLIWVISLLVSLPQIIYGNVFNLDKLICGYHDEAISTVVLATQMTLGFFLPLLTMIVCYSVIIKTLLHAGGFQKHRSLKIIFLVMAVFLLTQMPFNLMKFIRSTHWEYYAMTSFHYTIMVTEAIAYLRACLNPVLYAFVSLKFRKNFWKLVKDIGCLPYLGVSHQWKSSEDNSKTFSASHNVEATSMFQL
# APJ ag – activates the human apelin receptor APJ; AID 2520; P35414; activation, % at 20 µM; actives 0.11% (n = 330,000); CHO-K1 APJ PathHunter beta-arrestin, luminescence; 0% DMSO wells, 100% apelin;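 active = activation more than six SD over the plate average, tested at 20 µM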;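 note: 0% = DMSO alone and 100% = apelin-13 at 10 nM; some results filed as inactive read as strong as hits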
#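 assay system = CHO-K1 APJ beta-arrestin complementation cell line | input = cell density 1000 per well | dosing = compound 20 µM once, DMSO 1% | timing = compound 90 min 25 °C, reagent 1 h | measured by = luminescence from split beta-galactosidase complementation, Galacton Star/Emerald II substrate | read-out basis = APJ agonist activity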
# The depositor's hits bear a star; / = not tested or not shown. This is a subset, so the mix of outcomes need not match the whole.
SMILES,tim10-1 inh,tim23-1 inh,UPR XBP1 act,Mdm2-MdmX inh,APJ antagonist,UPR CHOP act,TIM10 inh,CXCR6 block,APJ ag
Cc1nc2n(n1)CC(O)CS2 (stereo unspecified),-5,1,0,5,2,-0.5,-3,4,-2
CN(c1ccc(OCC(=O)OCc2nnc(-c3ccccc3)o2)cc1)S(=O)(=O)c1ccc(Cl)cc1,-4,7,-2,3,4,1.0,-8,2,11
O=C(Nc1ccccc1N1CCOCC1)c1ccc2c(c1)OCCO2,23,21,-5,2,-6,0.1,10,4,-4
CCN(CC)C(=O)CSc1nc2cc(S(=O)(=O)N3CCOCC3)ccc2n1CC,6,6,-1,21,7,0.9,4,-2,-2
C/C(=N\NC(=O)CCc1ccccc1)c1ccc(Br)cc1,18,2,-1,10,-5,1.6,29,4,-1
Cc1ccc(S(=O)(=O)N2CCCOC2CNC(=O)C(=O)NCc2ccccn2)cc1 (stereo unspecified),-15,-18,-4,17,0,0.5,-4,-10,-3
CCOC(=O)CC1C(=O)NCCN1C(=O)NC1CCCCC1 (stereo unspecified),-7,-3,0,20,5,-1.3,-2,6,-3
Cc1nn(C)c(Cl)c1NC(=O)OCc1ccccc1,7,16,-3,16,-12,0.7,-15,6,-2
O=C(O)c1ccc(C2(c3ccc(C(=O)O)cc3)OC(=O)c3ccccc32)cc1,-9,4,-5,-10,-13,1.3,3,2,2
Nc1c2c(nc3c1CCC3)CCCC2,9,4,-3,11,18,-0.7,-3,/,-5
CCOC(=O)c1c(NS(C)(=O)=O)sc2c1CCC(C)C2 (stereo unspecified),39,57*,-3,4,-18,-1.2,3,6,3
Cc1ccc(-n2ncc3c(=O)n(CC(=O)N(C(C)C)C(C)C)cnc32)cc1,1,16,-3,-2,9,-1.6,-3,-2,-2
O=C(c1ccc([N+](=O)[O-])o1)N1CCCCCC1,-38,42,1,-10,1,0.0,-2,-19,2
Cc1cccc(C)c1NC(=O)CN(C1CCCCC1)S(C)(=O)=O,-9,2,-3,14,-14,2.5,-2,4,0
CCCCOc1ccc(C(=O)NN2CCOCC2)cc1,-17,-13,-5,19,-8,1.1,-16,-4,-2
COCC(C)n1c(C)cc(C(=O)COC(=O)c2ccc3ncsc3c2)c1C (stereo unspecified),34,0,1,25,1,2.7,9,6,2
CCOC(=O)N1CCN(S(=O)(=O)c2ccc3c(c2)CCN3C(=O)C2CC2)CC1,37,29,1,-2,11,-0.9,28,-4,2
C=CCC(CC)C(=O)NC(=O)N1CCCc2ccccc21 (stereo unspecified),-15,3,-4,19,5,0.4,9,-5,-3
CCOc1ccccc1NC1=C(Cl)C(=O)N(Cc2ccccc2)C1=O,44*,-3,-1,15,-5,-1.6,24,8,0
COc1ccc(NC(=O)C(NC(C)=O)C(=O)Nc2ccc(F)cc2)cc1 (stereo unspecified),12,16,1,-8,21,-1.1,-5,7,-1
CN(C)C(=O)c1c([N+](=O)[O-])ncn1C,4,11,-2,7,-11,-1.3,0,-11,-2
COc1cc(CN2CCCN(C)CC2)cc([N+](=O)[O-])c1O,-11,1,-3,13,-8,0.2,1,-2,-3
CN(C(=O)CC1C(=O)NCCN1Cc1ccccc1F)C1CCOCC1 (stereo unspecified),23,14,-2,0,-26,2.3,5,2,-2
CCCS(=O)(=O)N1CCCC(C(=O)NCCN(CC)c2ccccc2)C1 (stereo unspecified),7,7,-4,-5,22,0.0,5,-6,-2
N#CCCn1cc(C(CC(=O)c2ccc(Br)cc2)C(=O)O)c2ccccc21 (stereo unspecified),16,2,-1,5,13,0.5,11,6,-4
Cc1cccc(NC(=O)N2CCCc3ccccc32)c1C,10,14,-4,10,-3,0.4,5,4,-6
Cc1ccc(C[n+]2cc(-c3ccc(Cl)cc3)n3c2CCC3)cc1,-15,-13,-1,37,18,0.2,5,0,1
CCNC(=O)c1cccc(NC(=O)c2cc(C3CC3)nc3c2cnn3C(C)C)c1,8,18,6,30,15,-0.6,6,0,0
COc1ccccc1CNC(=O)CCc1nc2ccccc2c(=O)[nH]1,-3,-7,-4,4,8,-1.2,-15,-2,-2
COc1ccc(C2CC2/C(=N/O)c2ccccn2)cc1 (stereo unspecified),6,10,-2,-9,-16,0.2,-2,-4,-3
CCOC(=O)c1c(NC(=O)COC(=O)Cc2n[nH]c(=O)c3ccccc23)sc(C(=O)N(C)C)c1C,4,10,0,24,23,-0.7,-10,-2,-6
O=C(O)c1ccc(CSc2nnc(-c3cccnc3)n2-c2ccc(Br)cc2)cc1,7,16,-2,14,3,0.4,-2,-7,-1
O=C1CCN(Cc2ccccc2)CCN1CCSc1ccccc1,-13,-3,8,-76,4,2.7,-8,-4,-1
CC1=CC(C)(C)[N+](C)(C)c2ccc(C)cc21,-17,2,2,-4,-5,6.7,-4,9,1
Cc1cc(C)n(-c2nnc3n2N=C(c2ccccc2)CS3)n1,11,1,4,-10,6,-2.1,10,-5,-2
CCCn1nc(C(=O)OCC(=O)Nc2ccc(C(N)=O)cc2)c2ccccc2c1=O,12,8,26,17,0,0.3,0,-5,14
COc1ccc2sc(-c3ccc(N(C)C)cc3)c(C#Cc3cncn3C)c2c1,2,27,5,74*,-66,4.1,6,-38,11
CCN(CC(=O)Nc1ccc(OC)cc1)C(=O)CCS(=O)(=O)c1ccc(C)cc1,15,4,-3,4,-19,-0.5,5,12,-2
O=C(CC(Cc1ccccc1)c1ccco1)NCc1ccco1 (stereo unspecified),20,4,-4,6,6,-0.9,-4,-1,-3
CCOC(=O)Cc1csc(NC(=O)c2cc3ccccc3o2)n1,4,16,-1,17,-16,3.0,36,2,-3
Cc1ccc(C(=O)NNC(=O)c2csc(N3CCOCC3)n2)o1,-6,0,-1,-8,-11,-1.3,2,-2,-4
O=C1NN(c2ccccc2)C(=O)/C1=C\c1ccccc1OCC(=O)N1CCOCC1,-42,6,0,3,33,-1.5,-21,1,-4
O=c1[nH]c2ccccc2n1CCCSc1cnc2ccccc2n1,17,26,1,35,-23,-2.1,-12,8,-1
CC(C)OC(=O)c1nnc(Cc2ccc(Cl)cc2)o1,13,21,-1,18,19,0.5,12,-2,-3
CCCCN=C1NC(=O)C(CC(=O)NCCc2ccc(OC)cc2)S1 (stereo unspecified),15,4,-3,2,10,-1.2,6,-5,-3
CC(C)CN(C(=O)COC(=O)c1ccc(Br)cc1)c1c(N)n(Cc2ccccc2)c(=O)[nH]c1=O,-20,-17,2,22,2,0.4,3,6,-5
O=C(Cn1cnc2cc([N+](=O)[O-])ccc2c1=O)NCc1ccccc1,0,27,-1,-17,-18,-0.4,25,-10,3
CCC1CCCCN1C(=O)COc1ccc(F)cc1 (stereo unspecified),15,16,-1,-10,1,0.8,9,-11,0
CC(C)CC1NC(=O)N(CC(=O)Nc2cc(F)ccc2F)C1=O (stereo unspecified),12,8,-1,14,26,0.5,4,2,-4
CCCCNC(=O)c1ccc(-n2c(=S)[nH]c3ccccc3c2=O)cc1,-3,1,-1,-11,3,1.3,2,8,1
CCc1ccc(NC(=O)CCNS(=O)(=O)c2cccc3nonc23)cc1,23,4,1,3,-1,0.0,-18,-3,-2
CCOC(=O)c1c(NC(=S)Nc2ccc(OC)cc2)sc2c1CCCCC2,20,3,-7,-1,5,-0.7,22,8,-5
Cc1c(C(=O)N2c3ccccc3CC2C)oc2ccccc12 (stereo unspecified),25,27,4,-90,16,3.8,16,9,-10
O=C(C1CCCN(S(=O)(=O)c2cccc3nsnc23)C1)N1CCc2ccccc21 (stereo unspecified),41*,9,-1,21,12,-1.3,30,4,0
CCOC(=O)c1c(NC(=O)c2ccc(Cl)s2)sc(C)c1C,6,-6,0,32,7,-0.4,12,6,-7
O=C(Nc1nnc(COc2ccccc2F)s1)Nc1ccccc1F,5,17,5,13,5,-0.3,16,-3,4
O=C(NC1CCCCC1)c1ccc(CS(=O)(=O)c2ccc(Cl)cc2)o1,25,11,-3,-1,8,-1.4,3,5,3
Cc1ccc(CCNC(=O)C23C[C@H]4C[C@@H](C2)CC(n2nnc(C)n2)(C4)C3)cc1,2,17,-1,8,7,0.0,-13,-3,-3
CC(C)(C)c1ccc(C(=O)Nc2cccc(-n3cnnn3)c2)cc1,28,45,-1,13,7,3.7,21,-11,5
COc1ccc(C2=CC(=O)CC(C)(C)C2)cc1OC,13,24,-1,11,-1,3.6,5,0,-3

# 3 compounds already listed, sorted by the value under tim10-1 inh, descending:
structure	tim10-1 inh	UPR XBP1 act	Mdm2-MdmX inh	APJ antagonist	CXCR6 block	APJ ag
Cc1c(C(=O)N2c3ccccc3CC2C)oc2ccccc12 (stereo unspecified)	25	4	-90	16	9	-10
CCOC(=O)c1c(NC(=S)Nc2ccc(OC)cc2)sc2c1CCCCC2	20	-7	-1	5	8	-5
CCCCNC(=O)c1ccc(-n2c(=S)[nH]c3ccccc3c2=O)cc1	-3	-1	-11	3	8	1

# (continued)
SMILES,tim10-1 inh,tim23-1 inh,UPR XBP1 act,Mdm2-MdmX inh,APJ antagonist,UPR CHOP act,TIM10 inh,CXCR6 block,APJ ag
Cn1c(SCC(=O)OC2CCCCC2)nnc1-c1ccc2c(c1)OCO2,16,22,-2,-2,17,1.0,-13,6,-4
O=C(COC(=O)Cc1ccc2c(c1)OCCO2)Nc1ccc(S(=O)(=O)N2CCCC2)cc1,20,-1,-1,24,-29,-0.5,2,-4,-1
CCc1nnc(NC(=O)CSc2nnc(C3CC3)n2C)s1,3,3,-4,3,-6,0.7,8,11,4
COc1cccc(NC(=O)Nc2cccn(Cc3ccccc3)c2=O)c1,7,30,3,30,-14,4.0,44*,-7,6
CCOc1ccc(S(=O)(=O)N2CCC(C(=O)N3CCCC3)CC2)cc1C,29,23,-5,27,-25,-1.1,-14,-1,2
O=C(CNC(=O)c1ccccc1)OC(C(=O)Nc1cc(C(F)(F)F)ccc1Cl)c1ccccc1 (stereo unspecified),11,1,0,34,9,-0.3,20,-6,-3
COc1cccc(-c2nnn(CC(=O)NC3CCCC3)n2)c1OC,9,1,0,-8,-2,-1.3,-4,-13,0
COc1ccc(CCNC(=O)COc2ccc(-c3ccc(C)cc3)cc2)cc1OC,2,-7,-2,-3,-12,1.0,-11,-4,-4
Cc1cc(C)n(-c2nc(C)nc3c2cnn3-c2ccccc2)n1,6,6,-3,-24,-2,1.7,-4,-4,-6
CC(C)Cc1nnc(NS(=O)(=O)c2ccc([N+](=O)[O-])cc2)s1,-37,-5,-1,13,-9,0.7,-10,-2,5
Cc1cc(C(=O)CSc2ccc(Cl)cc2)cc(C)c1OC(=S)N(C)C,2,15,-3,9,-9,1.7,-5,-20,-4
Cc1ccc2c(COC(=O)c3n[nH]c4ccccc34)cc(=O)oc2c1,25,12,5,-115,-6,3.4,-3,-7,-1

# Quoted from the listing.
# Value for `COc1ccc(CCNC(=O)COc2ccc(-c3ccc(C)cc3)cc2)cc1OC` in UPR CHOP act: 1.0
# Value for `Cc1cc(C(=O)CSc2ccc(Cl)cc2)cc(C)c1OC(=S)N(C)C` in tim10-1 inh: 2
# Value for `CCOc1ccc(S(=O)(=O)N2CCC(C(=O)N3CCCC3)CC2)cc1C` in UPR XBP1 act: -5
